Screens from PubChem BioAssay.
TAG inh: inhibitors of triacylglycerol accumulation | AID 651582 | actives 0.66% (n = 230,000) | H9c2 cells, Nile Red lipid (TAG) fluorescence; cells loaded with 200 µM oleic acid | inhibition, % at 12.5 µM;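 active = pattern-corrected inhibition of lipid staining of at least 50% with the nuclear-stain viability signal not falling by more than 50%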;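 note: 0% = DMSO wells and 100% = triacsin C control wells; some results filed as inactive read as strong as hits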
TAG inh DAPI viability: second read-out of TAG inh, no call of its own (marks repeat the call); DAPI nuclei signal change (viability), lower = more cytotoxic, %;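 whole-well DAPI fluorescence read on a plate reader as a viability signal; minus 50 percent equals half of cells still viable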
* hit, by the source's call. A portion of the library, so the mix of outcomes need not match the whole.

Values in the order: TAG inh DAPI viability, TAG inh
Cc1ccc(SCc2cc(=O)[nH]c(N3CCOCC3)n2)cc1
→ 10, -33
CCc1cccc(NC(=O)c2cc(S(=O)(=O)N3CCCCC3)ccc2N2CCOCC2)c1
→ -1, -6
COc1cc2nc(-c3ccc(Br)o3)oc(=O)c2cc1OC
→ -4, -2
CC1(c2ccccc2)CC(c2ccccc2)=C(C#N)C(=O)N1 (stereo not drawn)
→ 6, -26
C/C(CC(=O)NC1CCCC1)=N\NC(=O)c1ccc([N+](=O)[O-])c(Cl)c1
→ -1, 3
N=Nc1c(O)n(CC(=O)Nc2ccccc2)c2ccccc12
→ -9, 2
COc1ccc(Nc2c(C)cccc2C)cc1
→ -9, 11
CC(C)CN(C(=O)COC(=O)c1ccc(Cl)nc1)c1c(N)n(Cc2ccccc2)c(=O)[nH]c1=O
→ 1, -4
COc1ccc(CNc2nc(-c3cccnc3)nn2C(=O)CC(C)C)cc1
→ 111, 11
CCc1nc2ccc(C(=O)N3CCN(C(=O)c4ccco4)CC3)cn2c1N(C)CCC(C)C
→ -2, 6
CC1CC(C)(C)NC2(CCCC2)N1 (stereo not drawn)
→ 0, 2
O=C(c1ccc(S(=O)(=O)N2CCOCC2)cc1)N1CCN(c2ccccn2)CC1
→ 3, 3
O=C(C1CC(=O)N(c2ccc3c(c2)OCCO3)C1)N1CCN(c2ccccc2O)CC1 (stereo not drawn)
→ 3, 1
O=C(N/N=C/c1c[nH]c2ccc(Br)cc12)c1ccncc1
→ -9, -1
CC1CN(C(=O)Cn2cc(S(=O)(=O)CC(=O)N3CCOCC3)c3ccccc32)CC(C)O1 (stereo not drawn)
→ 6, 10
CCCNC(=O)C1(C)CCN(C(=O)c2ccc(F)c(Cl)c2)C1 (stereo not drawn)
→ 2, 0
Cc1ccc2c(c1)CCCN2C(=O)c1cc(C)c(C)s1
→ 1, -5
CN(C)S(=O)(=O)Nc1ccc(Br)cc1F
→ -2, 2
CCOC(=O)c1c(NC(=O)CSc2nnc(CNc3ccc(Cl)cc3)o2)sc(C)c1C
→ -9, 13
CCN(Cc1ccccc1)C(c1ccccn1)c1nnnn1C1CCCCC1 (stereo not drawn)
→ -1, 0
O=C(Nc1cc2c(cc1Br)OCCO2)c1ccc(=O)[nH]c1
→ -4, -1
Cc1cccc(OCC(O)Cn2c(NCc3cccnc3)nc3c2c(=O)[nH]c(=O)n3C)c1 (stereo not drawn)
→ -5, -7
Cc1ccc(S(=O)(=O)NNc2nc3ccccc3nc2C(F)(F)F)cc1
→ -8, 9
CCN(CC)C(=O)CSc1n[nH]c(=S)n1N
→ 1, -11
O=C(COc1ccccc1[N+](=O)[O-])N/N=C/c1ccncc1
→ -11, 13
O=C(CCS(=O)(=O)c1cccc2nsnc12)N1CCN(C(=O)c2ccco2)CC1
→ 3, 7
C[C@]12C(=O)N(c3ccc(F)cc3)C(=O)N1[C@H]1c3ccccc3OC[C@@H]1[C@H]2c1ccccc1
→ 5, 20
CC(NC(=O)COc1ccccc1-c1ccccc1)c1ccccc1 (stereo not drawn)
→ 0, -26
CCc1cnc(Nc2nc(C(N)c3ccccc3Cl)cs2)nc1 (stereo not drawn)
→ 3, -8
Cc1cc(C)nc(SCc2nnc(SCC(=O)Nc3ccccc3C)n2Cc2ccco2)n1
→ 2, -3

Molecules listed so far with an aryl methoxy group (3):
Values in the order: TAG inh DAPI viability, TAG inh
COc1cc2nc(-c3ccc(Br)o3)oc(=O)c2cc1OC
→ -4, -2
COc1ccc(Nc2c(C)cccc2C)cc1
→ -9, 11
COc1ccc(CNc2nc(-c3cccnc3)nn2C(=O)CC(C)C)cc1
→ 111, 11

Remaining list, next part
Values in the order: TAG inh DAPI viability, TAG inh
COc1ccc(N2CCN(C(=O)c3cccc4nc(C)oc34)CC2)cc1
→ -23, -1
Cc1nc(NC(=O)CSc2nnc(C3CC3)n2C)sc1C(=O)N(C)C
→ 3, -1
Cc1ccccc1OCCC(=O)N1CCN(S(=O)(=O)c2ccc(Cl)cc2)CC1
→ -1, -10
O=C(OCC(=O)C12CC3CC(CC(C3)C1)C2)c1ccccc1O
→ 9, -14
CCCC(=O)c1ccc(N2CCN(C(=O)c3ccccc3)CC2)c(F)c1
→ -6, -9
COc1ccc(Cl)cc1CC1(C)C(=O)Nc2ccc(S(=O)(=O)NC3CCCCC3)cc21 (stereo not drawn)
→ -19, 33
O=C(c1ccc(F)cc1)C1CCN(Cc2cn[nH]c2-c2ccccc2)CC1
→ 4, -11
CS(=O)(=O)N(CC(=O)NCCSCc1ccccc1)c1ccccc1Br
→ -1, -13
O=C(COC(=O)c1cnc(Cl)c(Cl)c1)NC1CC1
→ 3, 10
C[C@H]1CN([C@@H](C)CO)C(=O)Cc2cc(NC(=O)CCC(F)(F)F)ccc2O[C@H]1CN(C)Cc1ccc(-c2ccccc2)cc1
→ 2, 22
COC(=O)CN1C(=O)C(O)(CC(=O)c2cccc(Br)c2)c2ccccc21 (stereo not drawn)
→ -5, -2
CCN(Cc1ccccc1)C(=O)CS(=O)(=O)c1ccccc1
→ 5, -2
COc1ccc(C(CC(=O)N2CCCC(C)C2)c2c(OC)cc(OC)c3ccc(=O)oc23)cc1 (stereo not drawn)
→ 7, -2
CCCCCc1ccnc(CC(=O)c2ccc(OC)cc2)c1
→ 8, -25
CCCCC1(C)Cc2ccccc2C(=S)N1 (stereo not drawn)
→ 10, -49
COc1ccc(Oc2nc3c(c(=O)n(C)c(=O)n3C)n2Cc2ccccc2)cc1
→ -8, 5
CC(Nc1ccccc1)C(=O)Nc1ccc(F)cc1 (stereo not drawn)
→ 8, 7
COC(=O)c1sccc1NC(=O)c1c(F)c(F)c(F)c(F)c1F
→ -13, 18
Cc1ccc(Cn2c(=N)n(CC(=O)c3ccccc3)c3ccccc32)cc1
→ 13, 4
Cc1cc(N=Nc2ccccc2)cc(C)c1NC(=O)C(F)(F)F
→ -4, 1
Clc1ccc(-n2cnnn2)cc1
→ -15, 16
COc1ccc(CN2CCN(S(=O)(=O)c3ccc(NC(C)=O)cc3)CC2)c(OC)c1OC
→ 7, -11
CCC(=O)Nc1cc(ON=C(C)C)cc([N+](=O)[O-])c1
→ -6, 12
COc1ccc2oc(C(=O)OCC(=O)NCc3ccco3)c(C)c2c1
→ 4, -15
c1cncc(CNc2ncnc3ccc(-c4ccoc4)cc23)c1
→ -3, -4
Cc1[nH]ccc(=O)c1OCc1ccc(Cl)cc1
→ -7, -19
C=CCn1c(-c2cc3cccc(OC)c3o2)n[nH]c1=S
→ -2, 9
O=C1CNC(=S)N1Cc1ccccc1
→ 2, 5
CCOc1ccc(S(=O)(=O)NCCC(=O)NCC(c2cccs2)N2CCOCC2)cc1 (stereo not drawn)
→ 4, -27
CCCCCCCN1CCC(=O)N([C@H](CO)c2ccccc2)CC1
→ -5, 7

Sorted by formula weight (low to high): some entries from above.
Values in the order: TAG inh DAPI viability, TAG inh
COc1ccc(N2CCN(C(=O)c3cccc4nc(C)oc34)CC2)cc1
→ -23, -1
Cc1ccc(Cn2c(=N)n(CC(=O)c3ccccc3)c3ccccc32)cc1
→ 13, 4
Cc1nc(NC(=O)CSc2nnc(C3CC3)n2C)sc1C(=O)N(C)C
→ 3, -1
CCOc1ccc(S(=O)(=O)NCCC(=O)NCC(c2cccs2)N2CCOCC2)cc1 (stereo not drawn)
→ 4, -27

New compounds follow:
Values in the order: TAG inh DAPI viability, TAG inh
O=C1[C@H]2CC3C=CC2(O3)[C@@H]2OCCCN12 (stereo partly drawn)
→ -5, 15
COC(=O)c1cc(NC(=O)c2ccc(Cn3cc(Cl)cn3)o2)cc(C(=O)OC)c1
→ -3, 15
O=C(NCC1CCCCC1)c1ccc2nc([C@@H]3O[C@H](CO)[C@@H](O)[C@H]3O)[nH]c2c1
→ 4, -2
CCCCCCn1cc(C(=O)O)c(=O)c2cc(F)c(N3CCN(C)CC3)cc21
→ -2, 15
COc1ccc(CNC(=O)c2c[nH]c3ccccc3c2=O)cc1
→ -8, 6
Cc1ccc(S(=O)(=O)N(C)CC(=O)NNC(=O)CCNS(=O)(=O)c2cccc(C)c2)cc1
→ 4, -2
O=C(Nc1nc2c(Br)cc(Br)cc2c(=O)s1)C1CCC1
→ -5, -6
COC(=O)C1=C(C(=O)OC)C(c2cc(Br)ccc2O)c2sc(=O)[nH]c2S1 (stereo not drawn)
→ 5, -4
CCCCN(CCCC)c1nn[nH]n1
→ 11, 1
CCC(CO)NC(=O)c1cc2c(s1)CCC2 (stereo not drawn)
→ -5, 6
O=C(CC1C(=O)N(c2ccccc2)C(=O)N1Cc1ccco1)Nc1ccccc1 (stereo not drawn)
→ -8, 3
CC(NC(=O)c1ccc(F)cc1)c1ccccc1 (stereo not drawn)
→ 2, -3
O=C(Cc1cccs1)Nc1nnc(C2CC2)s1
→ 0, -1
CC(C)(C)S(=O)(=O)N1Cc2cc(CO)cc(CCO)c2[C@@H]1CCO
→ 3, 13
CNC(=S)N/N=C/c1ccc(C(C)C)cc1
→ -3, 7
O=C(NC(=S)Nc1cccc2ncccc12)c1cccs1
→ -3, -11
c1csc(C(c2nnnn2C2CCCC2)N2CCCC3(CCCCC3)C2)c1 (stereo not drawn)
→ -9, -4
CC(OC(=O)Cc1c[nH]c2ccccc12)C(=O)Nc1ccccc1F (stereo not drawn)
→ 8, -12
O=[N+]([O-])c1ccccc1C(O)Cc1ccccn1 (stereo not drawn)
→ -3, -4
CC(C)Cc1nnc(NC(=O)c2ccc3c(=O)n4c(nc3c2)CCC4)s1
→ 10, -11
CCc1c(C(=O)NCCc2ccc(OC)c(OC)c2)[nH]c(C)c1C(C)=O
→ -7, 0
Cc1cc([N+](=O)[O-])nn1Cn1nc([N+](=O)[O-])cc1C
→ 6, -11
CCN1C(=O)CC(N2CCN(c3ccc(C(=O)c4ccccc4)cc3)CC2)C1=O (stereo not drawn)
→ -11, 17
O=S(=O)(c1ccc(F)cc1)N1CCN(CC(O)COCC2CCCO2)CC1 (stereo not drawn)
→ 8, -7
CCC(C)/C(C)=N/NC(=O)CSc1nc2ccccc2[nH]1 (stereo not drawn)
→ -2, -13
COC(=O)c1ccc(NC(=O)c2ccccc2-c2ccccc2C(=O)O)cc1
→ -6, 0
Cc1cc(C(=O)OCC(=O)NC2CCCC(C)C2C)c(C)o1 (stereo not drawn)
→ 4, 1
Cc1ccccc1OCC(=O)N(Cc1nnc(-c2ccc(Cl)cc2)o1)C(C)C
→ -3, -12
COc1cc(-c2ncc3ccccn23)cc(OC)c1OC
→ 7, -3
Cc1sc(NC(=O)c2ccco2)c(CN2CCN(Cc3ccccc3)CC2)c1C
→ 11, -36

The list goes on, starting with the last 7 of the part before.
Values in the order: TAG inh DAPI viability, TAG inh
O=S(=O)(c1ccc(F)cc1)N1CCN(CC(O)COCC2CCCO2)CC1 (stereo not drawn)
→ 8, -7
CCC(C)/C(C)=N/NC(=O)CSc1nc2ccccc2[nH]1 (stereo not drawn)
→ -2, -13
COC(=O)c1ccc(NC(=O)c2ccccc2-c2ccccc2C(=O)O)cc1
→ -6, 0
Cc1cc(C(=O)OCC(=O)NC2CCCC(C)C2C)c(C)o1 (stereo not drawn)
→ 4, 1
Cc1ccccc1OCC(=O)N(Cc1nnc(-c2ccc(Cl)cc2)o1)C(C)C
→ -3, -12
COc1cc(-c2ncc3ccccn23)cc(OC)c1OC
→ 7, -3
Cc1sc(NC(=O)c2ccco2)c(CN2CCN(Cc3ccccc3)CC2)c1C
→ 11, -36
CC(C)[C@H]1COCCS(=O)(=O)N1Cc1ccccc1F
→ -1, 1
COC(=O)c1ccc(OCc2nn[nH]n2)cc1
→ 2, 7
CSc1ncc(CN2CCN(CCC(C)C)C(CCO)C2)cn1 (stereo not drawn)
→ 10, -1
CC(=O)c1cccc(CN2CCN(C3CCCC3)C(CCO)C2)c1 (stereo not drawn)
→ 14, -1
O=C(NCCC(=O)N(Cc1ccco1)Cc1cccs1)c1ccc([N+](=O)[O-])cc1
→ -3, 9
O=C(NCCCn1ccnc1)c1cc(S(=O)(=O)N2CCOCC2)ccc1F
→ -3, -10
CCOc1cc(C(=O)N2CCC(CC3CC(c4cccc(Br)c4)=NO3)(C(=O)NCC3CCCCC3)CC2)cc(OCC)c1OCC (stereo not drawn)
→ 1, 20
COc1cccc(N2CCN(Cc3ccco3)CC2)c1
→ 4, -1
CC(CC(=O)O)CC(=O)Nc1cccc([N+](=O)[O-])c1 (stereo not drawn)
→ -1, -9
NC(=O)CC[C@H](NC(=O)c1ccc(F)cc1)C(=O)N1CCN(Cc2ccc3c(c2)OCO3)CC1
→ 4, -2
Nc1nc(N2CCN(c3ccccc3)CC2)n[nH]1
→ -10, 10
C[C@@H]1CN([C@H](C)CO)C(=O)CCCn2nncc2CO[C@@H]1CN(C)S(=O)(=O)c1ccc(-n2cccn2)cc1
→ 3, -2
O=C(Cn1nnc(-c2cc(C(F)(F)F)cc(C(F)(F)F)c2)n1)NNC(=S)Nc1ccc(Cl)cc1
→ 2, -10
O=C(c1ccccc1)n1ccc2ccccc21
→ 7, -8
O=C(c1ccco1)N1N=C(c2ccncc2)CC1(O)C(F)(F)F (stereo not drawn)
→ 3, 1
Cc1ccc(C(=O)OCC(=O)N2CCc3ccccc32)cc1
→ 3, -18
Cc1sc2nc[nH]c(=S)c2c1-c1ccccc1
→ 5, 1
Cn1c(NCc2ccco2)nc2c1c(=O)n(Cc1ccc(Cl)c(Cl)c1)c(=O)n2C
→ 3, -86
O=C(Cn1cnc2c(NC(=O)OCc3ccccc3)ncnc21)NCCN1CCOCC1
→ -1, -8
O=C(Nc1cccc(S(=O)(=O)N2CCCCC2)c1)c1ccc(S(=O)(=O)C(F)F)cc1
→ 11, -28
COC(=O)Cc1ccc(NC(=S)NC2CC2)cc1
→ -7, 6
CCOC(=O)CN1N=C(/C=C/c2ccc(C)cc2)CCC1=O
→ 6, 8

Retrieved one by one from the list above:
Values in the order: TAG inh DAPI viability, TAG inh
CNC(=S)N/N=C/c1ccc(C(C)C)cc1
→ -3, 7
CCC(C)/C(C)=N/NC(=O)CSc1nc2ccccc2[nH]1 (stereo not drawn)
→ -2, -13
O=C(NCCC(=O)N(Cc1ccco1)Cc1cccs1)c1ccc([N+](=O)[O-])cc1
→ -3, 9
